rTrxR1 inhibitor: rat TrxR1 inhibition; O89049; recombinant rTrxR1, NADPH fluorescence consumption, selenite substrate; Potency, µM (top dose mostly 114 µM), for the others: top-dose activity change, negative = inhibition, actives largely listed as inhibitors; actives 1% (n = 390,000); AID 588453; also: potency is read from the fitted curve at half-maximal effect; % is scaled to controls: 0 for no effect and ±100 for the full control effect; nearly all actives have a fitted effect of over 65% in size
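Rat TrxR1 (90 nM in the dispensed reagent) was pre-reduced with 400 uM NADPH for 5 min at room temperature, then incubated with compound for 15 min. After 400 uM selenite was added, NADPH fluorescence (Ex 340/Em 450 nm) was followed for 8 min.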
Vif-A3F inh: inhibitors of Vif-A3F interaction. HeLa A3F-eYFP + Vif (tagged APOBEC3F with the HIV-1 protein that degrades it), YFP fluorescence increase. Potency, µM (titrated, usually from 46.1 µM), for inactives: top-dose activity, negative = active. actives 0.2% (n = 390,000). AID 602313; also: potency is read from the fitted curve at half-maximal effect; % of control where 0% means no effect; nearly all actives have a fitted effect of over 65% in size
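HeLa cells stably expressing Vif plus C-terminally eYFP-tagged A3F were seeded, incubated overnight at 37 deg C, dosed with compound, incubated overnight again at 37 deg C. Yellow fluorescence (Ex 488/Em 500-530) reported blocked Vif-mediated A3F-eYFP degradation.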
mIDH1 inhibitor: blocks human mutant IDH1 R132H enzyme | O75874 | IDH1-R132H enzyme, NADPH consumption, diaphorase/resazurin fluorescence | Potency, µM (top dose mostly 76.6 µM), without a hit: at the highest dose activity change, negative = inhibition, most hits filed as inhibitors | actives 0.093% (n = 390,000) | AID 602179; also: potency is read from the fitted curve at half-maximal effect; % is scaled to controls: 0 for no effect and ±100 for the full control effect; nearly all actives have a fitted effect of over 65% in size
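IDH1-R132H (0.5 ug/mL) preincubated 30 min with compound, then NADPH (0.016 mM) and alpha-KG (2 mM) added; 80 min at RT, pH 7.5. Remaining NADPH coupled via diaphorase/resazurin to fluorescence (540/590 nm); concentration-response curves normalized to no-enzyme control.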
TrxR1 substrate: substrates of rat thioredoxin reductase 1 | purified TrxR1 substrate turnover, NADPH consumption readout | Potency, µM (titrated, usually from 114 µM), inactives show at the top dose activity change, negative = substrate turnover | actives 0.01% (n = 390,000) | AID 588456; also: potency is read from the fitted curve at half-maximal effect; % is scaled to controls: 0 for no effect and ±100 for the full control effect; nearly all actives have a fitted effect of over 50% in size
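Rat TrxR1, dispensed at 90 nM, was prereduced with 400 uM NADPH (final) for 5 min at ~22 deg C, then incubated with compound 15 min before 400 uM selenite. A first-read NADPH fluorescence drop versus no-compound background flagged substrates.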
USP1-UAF1 inh: inhibitors of human USP1/UAF1 deubiquitinase; recombinant USP1/UAF1, Ub-Rhodamine cleavage fluorescence; Potency, µM (titrated, usually from 57.1 µM), for the others: top-dose activity change, negative = inhibition, actives largely listed as inhibitors; actives 0.23% (n = 390,000); AID 743255; also: potency is read from the fitted curve at half-maximal effect; % is scaled to controls: 0 for no effect and ±100 for the full control effect; nearly all actives have a fitted effect of over 60% in size; inactives centre near -12
Target sequence (O94782 whole entry, looked up): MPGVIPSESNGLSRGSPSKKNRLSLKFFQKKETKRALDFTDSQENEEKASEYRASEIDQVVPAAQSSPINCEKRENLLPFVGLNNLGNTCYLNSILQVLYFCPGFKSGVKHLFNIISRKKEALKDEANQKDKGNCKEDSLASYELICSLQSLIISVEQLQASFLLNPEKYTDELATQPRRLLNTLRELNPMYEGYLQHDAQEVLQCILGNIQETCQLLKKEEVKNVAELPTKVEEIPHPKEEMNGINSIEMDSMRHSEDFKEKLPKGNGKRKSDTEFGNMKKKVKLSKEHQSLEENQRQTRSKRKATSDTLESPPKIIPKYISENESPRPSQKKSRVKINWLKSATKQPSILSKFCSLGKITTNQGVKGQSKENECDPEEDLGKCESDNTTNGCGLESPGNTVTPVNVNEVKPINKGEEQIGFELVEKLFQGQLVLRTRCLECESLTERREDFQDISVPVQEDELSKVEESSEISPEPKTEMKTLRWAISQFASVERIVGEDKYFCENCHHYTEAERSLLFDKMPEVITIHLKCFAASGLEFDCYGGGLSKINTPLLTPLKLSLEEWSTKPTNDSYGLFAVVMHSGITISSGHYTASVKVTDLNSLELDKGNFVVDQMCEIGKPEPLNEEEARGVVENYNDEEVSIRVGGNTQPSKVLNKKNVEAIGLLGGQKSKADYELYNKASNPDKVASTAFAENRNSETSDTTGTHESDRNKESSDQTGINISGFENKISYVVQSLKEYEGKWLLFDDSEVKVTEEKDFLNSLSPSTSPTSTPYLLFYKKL
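USP1/UAF1 complex at 1 nM was preincubated with compound for 15 min at room temperature, then Ub-Rho substrate (150nM final) was added. Fluorescence (480/540 nm) was read kinetically, 6 reads every 60 seconds.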
GRP78 ERSR act: ER stress response induction in glioma | U87-MG GRP78 promoter luciferase reporter, 16 h | Potency, µM, for the others: at the highest dose activation, usual class: activators | actives 0.02% (n = 420,000) | AID 602332; also: potency is read from the fitted curve at half-maximal effect; series mostly up to about 76 µM; % of control where 0% means no effect; nearly all actives have a fitted effect of over 35% in size
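Stably transfected U87-MG glioma cells carrying a GRP78-based luciferase sensor; 16 h compound incubation. Luminescence end-point read 10 min after Bright-Glo addition at room temperature.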
RGS4 inhibitor: human RGS4 inhibition; P49798; Transcreener GDP fluorescence polarization, RGS4-accelerated GTP hydrolysis; Potency, µM (titrated, usually from 114 µM), inactives show at the top dose activity change, negative = inhibition, most hits filed as inhibitors; actives 0.039% (n = 390,000); AID 504845; also: potency is read from the fitted curve at half-maximal effect; % is scaled to controls: 0 for no effect and ±100 for the full control effect; nearly all actives have a fitted effect of over 75% in size; some results filed as inactive show a strong effect at the top dose
Target sequence (P49798 whole entry, looked up): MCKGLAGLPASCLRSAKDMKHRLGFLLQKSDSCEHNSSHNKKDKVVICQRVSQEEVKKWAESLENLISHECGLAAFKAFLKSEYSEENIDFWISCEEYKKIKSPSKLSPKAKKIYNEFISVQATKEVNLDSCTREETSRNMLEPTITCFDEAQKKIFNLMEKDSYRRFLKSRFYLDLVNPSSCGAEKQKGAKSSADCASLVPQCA
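MLSMR compounds (23 nl, pin-transferred) preincubated 10 min at room temperature with a 500nM (2x) first reagent, then RGS4 at 900nM (2x) plus Transcreener GDP mix added; fluorescence polarization (620/688 nm) read before and after 90 min at 30 °C.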
Vif-A3G inh: blocks the Vif interaction with human APOBEC3G. HeLa A3G-eYFP + Vif (tagged APOBEC3G with the HIV-1 protein that degrades it), YFP fluorescence, overnight. actives 0.076% (n = 410,000). AID 602310. Q9HC16. Potency, µM (titrated, usually from 46.1 µM), for inactives: at the highest dose activity, negative = active, most hits filed as inhibitors;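 also: potency is read from the fitted curve at half-maximal effect; % is scaled to controls: 0 for no effect and ±100 for the full control effect; nearly all actives have a fitted effect of over 60% in size; hits raise eYFP signal because A3G escapes Vif-driven loss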
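HeLa cells stably expressing Vif and C-terminally eYFP-tagged A3G, seeded overnight at 37 deg C, then exposed to compound by pintool overnight at 37 deg C. Rise in yellow fluorescence (Ex 488/Em 500-530, Acumen) marks blocked Vif-driven A3G degradation.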
LDHA block: LDHA (human) enzyme inhibition | activity change, % (values are at about 110 or 230 µM) | purified LDHA, NADH/diaphorase-resazurin fluorescence; active compounds read low | AID 1347041 | actives 0.15% (n = 480,000); in the data active = activity change below about -30%; inconclusive = mostly about -25% to -30%;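 also: plate controls were DMSO wells for no effect and wells without enzyme for full effect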
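Remaining NADH was detected by diaphorase (0.133 mg/mL) converting 37 µM resazurin to fluorescent resorufin, read at 0 and 20 minutes. The preceding 5-minute room-temperature reaction used 2 nM LDHA, 0.2 mM sodium pyruvate and 0.06 mM NADH at pH 7.4.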
* = called active by the depositor; ? = inconclusive; . = no result given; & = joins results of further samples; [ ] = dose if it differs, or a comment. Unless noted, calls follow the shape of the dose curve; as a rule, active = well fitted curve in the direction sought with a large enough effect; inconclusive = small, poorly fitted or top-dose-only effect, or another doubt; inactive = no such curve, though single readings can be large; an effect the other way counts as inactive or inconclusive. Not all compounds are listed; rates above refer to the full screens.

SMILES | rTrxR1 inhibitor | Vif-A3F inh | mIDH1 inhibitor | TrxR1 substrate | USP1-UAF1 inh | GRP78 ERSR act | RGS4 inhibitor | Vif-A3G inh | LDHA block
O=C(Nc1nnc(-c2ccco2)o1)c1ccc(S(=O)(=O)N2CCCC2)cc1 | -2.2% | -2.2% | -11.1% | -4.6% | -16.7% | -0.9% | 0.8% | -0.2% | -0.3
CCOC(=O)c1ccc(CNC(=O)C2CCCCC2C(=O)OCC(F)(F)F)o1 (stereo not drawn) | ? | -1.4% | 0.3% | 3.6% | -6.4% | -4.5% | -6.8%[11.4 µM] | 1.5% | -1.2
O=C(Nc1cc(F)ccc1F)N1CCN(c2ccnc3cc(Cl)ccc23)CC1 | -0.9% | 0.5% | 4.1% | 0.7% | -19.7% | -4.8% | ? | -1.4% | -0.2
C[C@@H]1CN([C@@H](C)CO)C(=O)CCCn2nncc2CO[C@@H]1CN(C)S(=O)(=O)c1ccc(F)cc1 | . | -3.1% | -1.2% | . | -29.6% | 0.8% | . | -0.6% | -8.9
O=C(O)c1ccc(CNCc2ccc(F)cc2)cc1 | -2.2%[57.1 µM] | 5.4% | -9.7% | -2.4%[57.1 µM] | -5.3% | -3.7% | -3.1% | 0.1% | -4.8
COc1cccc(N2CCN(c3ccc(S(=O)(=O)N4CCN(C)CC4)cc3[N+](=O)[O-])CC2)c1 | -2.3%[57.1 µM] | 6.7% | 7.7% | -7.9%[57.1 µM] | ? | -1.5% | -23.6% | 0.7% | 5.6
COc1ccc(-n2c(SCC(=O)NCc3ccco3)nc3c([nH]c4ccccc43)c2=O)cc1 | ? | 5.6%&-11.7% | -1.1%&-7.1% | 3.6%[57.1 µM] | -22.5%&-0.7% | -2.8%&-2.0% | -5.3%&12.4% | -0.8%&0.4% | -4.2&-7.9
Cc1cc(N2CCN(C)CC2)nc2ccc(NC(=S)NC3CC3)cc12 | -15.1% | -1.0% | 15.3% | 3.6% | -21.5% | 1.7% | -2.1% | 2.2% | -2.8
O=C(c1cc2ccccc2oc1=O)N(Cc1ccccc1)Cc1ccc2c(c1)OCO2 | 5.4% | 1.1% | 10.8% | -4.7% | -12.1% | -2.6% | 18.5% | -8.4% | -4.6
COc1ccc(C2/C(=C(\O)c3cc(C)ccc3C)C(=O)C(=O)N2CCN(C)C)cc1OC (stereo not drawn) | -26.1% | -27.7% | 2.2% | -7.5% | -6.8% | -3.6% | -19.9% | 4.8% | 3.3
C=CCc1cccc2cc(C(=O)Nc3cccc(Cl)c3)c(=O)oc12 | 17.8% | -3.8% | -6.7% | 0.9% | -25.0% | 0.9% | -5.7% | -3.2% | -5.6
CC(=O)NC1=NN(C(C)=O)C(C)(c2ccc(Cl)s2)S1 (stereo not drawn) | -16.1% | -8.2% | 7.5% | -6.0% | -8.3% | -1.9% | -20.8% | ? | 1.1
COc1cc(OC)c(NC(=O)CCCn2nc(C)c3sc4ccccc4c3c2=O)cc1Cl | -2.5% | 6.7% | 10.7% | -1.9% | ? | -0.2% | -5.6% | -2.2% | -7.3
O=C(c1ccco1)N1CCN(C(=O)C2CCN(S(=O)(=O)c3cccs3)CC2)CC1 | ? | -4.3% | 5.1% | -7.8% | ? | -5.0% | 33.0% | 1.1% | -3.9
CCc1nc(SCC(=O)Nc2ccccc2)c2c(=O)n(C)c(=O)n(C)c2n1 | -9.2% | 5.1% | 3.1% | -4.7% | -4.7% | -2.4% | 5.8% | -0.4% | -2.9
O=C(Nc1cccc2cccnc12)c1ccc(Br)cc1 | 12.8% | . | . | 10.6%[0.457 µM] | . | -0.1% | -8.1% | -3.0% | 1.5
O=C1COc2ccc(C(=O)COC(=O)CNC(=O)C3CCCCC3)cc2N1 | 15.9% | 5.6% | 2.0% | 3.0% | -1.5% | -2.2% | 29.5% | 1.1% | -10.4
CC(=O)c1ccc(S(=O)(=O)Nc2cccc(-c3ccc(N4CCOCC4)nn3)c2)cc1 | 8.3% | 9.3% | 3.5% | 9.2% | -8.0% | -1.9% | -87.0% | -13.7% | -2.9
O=[N+]([O-])c1ccc(S(=O)(=O)N2CCC3(CC2)OCCN3S(=O)(=O)c2cccs2)cc1 | 7.0% | 6.5% | 2.7% | 2.8% | -21.4% | -4.2% | -22.5% | 2.9% | -2.3
Cn1c(=O)n(C)c2cc(NC(=O)CCl)ccc21 | 50.1µM* | 2.0% | 0.1% | 0.8% | -3.7% | ? | -10.3% | ? | 5.8
COc1ccccc1NC(=O)CN1C(=O)C2(SCC(=O)N2c2ccc(C)c(C)c2)c2ccccc21 (stereo not drawn) | 17.6% | 6.3% | -1.6% | 1.3% | -24.1% | -3.7% | -10.1% | -4.7% | 12.5&0.2
CC(=O)c1ccc(NC(=O)C2CCN(S(=O)(=O)c3cccc4nonc34)CC2)cc1 | 5.3%[57.1 µM] | -6.1% | 1.4% | 2.1%[57.1 µM] | -16.3% | -5.3% | -12.5% | -1.7% | -2.6
Cc1ccccc1CN1CCCN(CC(=O)Nc2c(C)cccc2C)S1(=O)=O | 0.7%[57.1 µM] | 3.3% | -8.5% | -3.8%[57.1 µM] | -28.8% | -0.7% | -3.0% | -1.8% | -3.9
O=C(Cn1c(=O)c2ccccc2n2nncc12)Nc1cccc(F)c1 | 22.4% | -14.3% | 11.0% | 7.8% | -11.2% | 1.0% | 19.4% | 2.4% | -5.4
Cn1c(N)c(C(=O)CSc2nnc(-c3ccccc3F)n2C2CC2)c(=O)n(C)c1=O | 17.6%[57.1 µM] | -27.8% | 0.3% | 4.9%[57.1 µM] | -17.4% | 4.6% | -8.4% | -1.6% | -2.8
O=C(CCCn1c(=S)[nH]c2ccsc2c1=O)NCCc1ccccc1 | 18.7% | -9.8% | 5.1% | -2.4% | -4.2% | -2.7% | 25.5% | 3.7% | -9.2
O=C(C1CC1)N1CCc2cc(S(=O)(=O)NCc3ccccc3)ccc21 | 6.4% | -4.4% | 6.8% | -8.9% | -4.9% | -5.7% | 19.4% | 0.3% | -8.2
CCC1CCCCN1CCCNC(=O)c1ccc2c(c1)sc1nc(-c3ccc(F)cc3)cn12 (stereo not drawn) | 6.6%[11.4 µM] | 0.3% | 11.0% | 6.6%[11.4 µM] | -21.1% | -1.7% | 21.5% | ? | -1.8
CC(C)CCNC(=O)C(CC(C)C)N(Cc1ccc2c(c1)OCO2)C(=O)c1snc(C(N)=O)c1N (stereo not drawn) | 43.7%[activator][57.1 µM] | 6.8% | -5.7% | 10.0%[57.1 µM] | -17.7% | -3.1% | -12.8% | -3.7% | 6.0
COc1ccc(C(=O)Nc2cc(C)nn2-c2ccc(C)cc2)cc1 | 22.1% | 5.1% | 3.0% | 4.0% | ? | -0.3% | -37.3% | -10.3% | -6.7
Cc1cc(N2CCCC2)nc2ccccc12 | -1.2% | 6.3% | 1.2% | -6.5% | 2.5% | 3.1% | 24.2%[56.9 µM] | 3.2% | -0.9
CSC(=CC(=O)c1ccc(F)cc1)SC | 16.3%[57.1 µM] | 4.0% | 7.2% | 1.8%[57.1 µM] | -15.2% | 3.7% | -26.1% | -3.8% | -6.2
O=C(O)c1cccn2c(=O)c3ccccc3nc12 | -6.1% | -9.6% | 3.7% | 2.6%[57.1 µM] | -21.2% | -0.4% | 4.7% | 0.8% | 7.1
Cc1ccc2c(c1)N(CCCC(=O)NCc1cccc(F)c1)C(=O)CO2 | -31.3% | . | . | 0.7% | -4.8% | . | -9.9% | . | 0.8
CCOC(Cn1c(-c2ccc(OC)cc2)nc2ccccc21)OCC | -1.0% | 0.0% | 8.7% | 11.3% | -13.7% | 0.5% | 23.9% | 0.5% | -3.1
CCc1ccccc1NC(=O)Nc1ccsc1C(=O)OC | -1.4% | -2.2% | 32.1%[activator] | -4.4% | -8.5% | 1.0% | -10.2% | 0.2% | -3.3
COCCNC(=O)c1ccc2c(c1)S(=O)(=O)c1cc(Cl)ccc1C2=O | 4.5% | 0.7% | -14.8% | -0.4% | -22.8% | -1.5% | -3.2% | -0.1% | -8.3
CCc1ccc(C(=O)CSc2nnc(C3CC3)n2C2CC2)cc1 | -22.7% | 1.0% | 1.7% | -10.0% | -16.6% | 5.7% | -20.3% | -0.1% | 0.0
Cc1cc(C)cc(N2CC(c3nc(-c4cccc(Cl)c4)no3)CC2=O)c1 (stereo not drawn) | 1.2%[57.1 µM] | -18.7% | -3.8% | -9.1%[57.1 µM] | -17.2% | -1.1% | 19.2% | -5.2% | -0.3
Cc1nn(C)cc1/C=N/NC(=O)Cn1cncn1 | 21.0%[57.1 µM] | -0.5% | 3.6% | 1.5%[57.1 µM] | -20.3% | -6.7% | -8.9% | 1.1% | -4.0
O=C(CCc1ccccc1)Nc1nc2n(n1)C(c1ccc(Cl)cc1)CC(=O)N2 (stereo not drawn) | 15.1% | -3.1% | 6.0% | 5.5% | -14.6% | -3.4% | -11.1% | 0.4% | -0.9
CC(C)(C)c1cnnn1-c1ccc(C(=O)CCl)cc1 | -35.5% | -9.0% | 9.9% | -2.0% | -2.1% | -5.4% | -2.3% | -7.9% | -5.3
